Screens (PubChem BioAssay)
HT1080 IDH1KD tx: qHTS for induction of synthetic lethality in tumor cells producing 2HG: qHTS for the HT-1080-IDH1KD cell line | HT-1080 IDH1 knockdown viability, ATP luminescence, 48 h | Potency, µM (top dose mostly 46.1 µM), for inactives: at the top dose activity, negative = toxicity, usual class: cytotoxic | hit rate 2% among 360,000 | AID 686971, 2013;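 note: potency is the fitted concentration of half-maximal effect; 0% = DMSO wells and -100% = cell-free medium wells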
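CellTiter-Glo luminescence after 48 h compound exposure at 37 degrees C of IDH1-knockdown HT-1080 cells in 5% FBS RPMI. %Activity scaled between DMSO wells and cell-free media wells, with curves fitted and assigned curve classes.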
SW480 rereplic: A quantitative high throughput screen for small molecules that induce DNA re-replication in SW480 colon adenocarcinoma cells; SW480 DNA re-replication, Hoechst DNA content imaging, 48 h; Potency, µM (doses to about 46.1 µM), for inactives: at the top dose re-replication activation, most hits filed as activators; hit rate 1.8% among 340,000; AID 624297, 2012; note: potency is the fitted concentration of half-maximal effect; % of control where 0% means no effect; nearly all actives have a fitted effect of over 55% in size
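Per well, 250 cells were exposed to pinned compound for 48 hr. Nuclear DNA was visualised with Hoechst (40 min, 37 C) and total object intensity recorded by fluorescence scanning.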
HT1080NT lethal: qHTS for induction of synthetic lethality in tumor cells producing 2HG: qHTS for the HT-1080-NT fibrosarcoma cell line; HT-1080-NT fibrosarcoma viability, CellTiter-Glo ATP luminescence, 48 h; hit rate 1.6% among 360,000; AID 686970, 2013; Potency, µM (doses to about 46.1 µM), inactives show top-dose activity, negative = less viability, actives largely listed as cytotoxic;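 note: NT is the 2HG producing partner of a matched IDH1 knockdown line; potency is the fitted concentration of half-maximal effect; 0% = DMSO-treated cells and -100% = media-only wells without cells; nearly all actives have a fitted effect of over 55% in size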
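Read-out is CellTiter-Glo luminescence after 10 minutes at room temperature, following 48 hours' compound treatment of HT-1080-NT cells (750 cells/well, RPMI, 5% FBS, 37 degrees C).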
ATXN2 expr inh: Primary qHTS for Inhibitors of ATXN expression; HEK-293 ATXN2-luciferase reporter, luminescence, 24 h; hit rate 0.72% among 360,000; Potency, µM (series often up to 57 µM), without a hit: at the top dose activity change, negative = inhibition, most hits filed as inhibitors; note: potency is the fitted concentration of half-maximal effect; % is set by controls: 0 for no effect and ±100 for the full control effect; nearly all actives have a fitted effect of over 55% in size
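qHTS (up to 57 uM final) was run with 24 h compound exposure of reporter cells at 37 °C. Each well was multiplexed: SteadyGlo luminescence measured ATXN2-luciferase expression after a fluorogenic Gly-Phe-AFC viability readout (25 uM final).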
KB-3-1 cytotox: qHTS assay for MDR1-selective chemotherapeutics: Primary screen using the parental adenocarcinoma cell KB-3-1 | Potency, µM (series often up to 46.1 µM), for inactives: at the top dose activity change, negative = cytotoxic, usual class: cytotoxic | hit rate 1.4% among 400,000 | KB-3-1 viability, CellTiter-Glo ATP luminescence, 72 h | AID 1347075, 2019; note: potency is the fitted concentration of half-maximal effect; % is set by controls: 0 for no effect and ±100 for the full control effect; nearly all actives have a fitted effect of over 60% in size
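Luminescent ATP read-out (CellTiter-Glo) measures survival of drug-naive KB-3-1 cells after 72 h compound exposure at 37 °C. Titration series was screened from lowest to highest concentration, with DMSO vehicle plates as background controls.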
IL-1B inflam inh: qHTS for Inhibitors of Inflammasome Signaling: IL-1-beta AlphaLISA Primary Screen | THP-1 LPS/ATP IL-1B secretion, AlphaLISA, 16 h; hits give low values | activity change, % at 57.5 µM | hit rate 4.7% among 360,000 | AID 743279, 2014; in the data active = activity change below about -50%; inconclusive = mostly about -30% to -49%; note: % is set by controls: 0 for no effect and ±100 for the full control effect
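THP-1 cells pretreated 1 hr with compounds (up to 57.5 uM final), then stimulated with LPS (250 ng/mL final) plus ATP (1.25 mM final); secreted IL-1B measured by AlphaLISA after 16 hr, decreased signal indicating inhibition.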
KB-V1 cytotox: qHTS assay for MDR1-selective chemotherapeutics: Primary screen using the drug-selected MDR subline cells KB-V1; AID 1347076, 2019; Potency, µM (titrated, usually from 46.1 µM), without a hit: at the highest dose activity change, negative = cytotoxicity, most hits filed as cytotoxic; KB-V1 MDR cells viability, CellTiter-Glo, 72 h; hit rate 3.4% among 400,000; note: potency is the fitted concentration of half-maximal effect; % is set by controls: 0 for no effect and ±100 for the full control effect; nearly all actives have a fitted effect of over 60% in size
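Compound-treated KB-V1 multidrug-resistant cells, 72 h, 37 degrees C; viability by CellTiter-Glo. Fitted qHTS curves give the values.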
MCF10A rerep: A quantitative high throughput screen for small molecules that induce DNA re-replication in MCF 10a normal breast cells; MCF 10A DNA re-replication, Hoechst nuclear intensity, 48 h; Potency, µM (titrated, usually from 46.1 µM), for the others: at the highest dose activity, positive = re-replication, most hits filed as activators; hit rate 2.9% among 350,000; note: potency is the fitted concentration of half-maximal effect; % of control where 0% means no effect; nearly all actives have a fitted effect of over 50% in size
ATXN viability: Viability Counterscreen for Primary qHTS for Inhibitors of ATXN expression; hit rate 0.49% among 400,000; AID 651635, 2014; S2 cells (HEK-293 line with an ATXN2-luciferase reporter) viability, CellTiter-Fluor protease fluorescence, 24 h; Potency, µM (doses to about 56.7 µM), usual class: cytotoxic; note: potency is the fitted concentration of half-maximal effect; nearly all actives have a fitted effect of over 40% in size
Starred values were filed as active, the others as inactive; [ ] = another dose, or the depositor's remark. Unless noted, calls come from the whole dose curve; as a rule, active = well fitted curve in the direction sought with a large enough effect; inconclusive = small, poorly fitted or top-dose-only effect, or another doubt; inactive = no such curve, though single readings can be large; an effect the other way counts as inactive or inconclusive.

`COc1ccc(NC(=O)CSc2nnc(C3CCCCC3)n2N)c(OC)c1` gave HT1080 IDH1KD tx 12%, SW480 rereplic -4%, HT1080NT lethal 6%, ATXN2 expr inh 4%, KB-3-1 cytotox 20%, IL-1B inflam inh 23, KB-V1 cytotox -4%, MCF10A rerep 0% and ATXN viability inactive.
COc1ccc(N2CCN(C(=O)CSc3c4c(nc5ccc(Cl)cc35)CCCC4)CC2)cc1 was read as ATXN2 expr inh inconclusive, KB-3-1 cytotox -1%, KB-V1 cytotox -13% and ATXN viability inconclusive.
`CCN(C(=O)c1ccc(S(=O)(=O)N2CCCC2)cc1)C1CCS(=O)(=O)C1` (stereo not drawn) gave HT1080 IDH1KD tx 3%, SW480 rereplic -11%, HT1080NT lethal 8%, ATXN2 expr inh -7%, KB-3-1 cytotox -2%, IL-1B inflam inh 14, KB-V1 cytotox 1%, MCF10A rerep -1% and ATXN viability inactive.
For CCC(C)C(NS(=O)(=O)c1ccc(C)cc1)C(=O)N1CCOCCOCCOCC1 (stereo not drawn) the results were HT1080 IDH1KD tx -13%, SW480 rereplic -4%, HT1080NT lethal 1%, ATXN2 expr inh 2%, KB-3-1 cytotox -4%, IL-1B inflam inh 11, KB-V1 cytotox -18%, MCF10A rerep -2% and ATXN viability inactive.
Screening CC(=O)N1CC=CC1(CC(C)C)C(=O)NCCc1c[nH]c2ccccc12 (stereo not drawn) returned HT1080 IDH1KD tx 3%, SW480 rereplic inconclusive, HT1080NT lethal -5%, ATXN2 expr inh -6%, KB-3-1 cytotox 0%, IL-1B inflam inh -22, KB-V1 cytotox -19%, MCF10A rerep inconclusive and ATXN viability inactive.
`O=C(Nc1ccc2c(c1)OCCO2)c1cc2sccc2n1Cc1ccc(F)cc1` gave HT1080 IDH1KD tx -15%, SW480 rereplic 12%, HT1080NT lethal -18%, ATXN2 expr inh 13%, KB-3-1 cytotox 11%, KB-V1 cytotox -11%, MCF10A rerep inconclusive and ATXN viability inconclusive.
`COc1ccc(N2C(=O)N3[C@@H]4c5ccccc5OC[C@@H]4[C@@H](c4ccccc4)[C@@]3(C)C2=O)cc1` gave HT1080 IDH1KD tx -6%, SW480 rereplic 17%, HT1080NT lethal 12%, ATXN2 expr inh 3%, KB-3-1 cytotox 0%, IL-1B inflam inh -1, KB-V1 cytotox 3%, MCF10A rerep 6% and ATXN viability inactive.
CCCC(=O)Nc1ccc2nc(SCC(=O)Nc3ccc(N4CCOCC4)c(Cl)c3)sc2c1 was read as HT1080 IDH1KD tx inconclusive, SW480 rereplic inconclusive, HT1080NT lethal inconclusive, ATXN2 expr inh 3%, KB-3-1 cytotox inconclusive, IL-1B inflam inh -50*, KB-V1 cytotox inconclusive, MCF10A rerep 27% and ATXN viability inactive.
For O=C(NCc1ccc(Cl)cc1)c1cc([N+](=O)[O-])ccc1Cl the results were HT1080 IDH1KD tx -1%, SW480 rereplic -14%, HT1080NT lethal -2%, ATXN2 expr inh -9%, KB-3-1 cytotox 13%, IL-1B inflam inh -13, KB-V1 cytotox inconclusive, MCF10A rerep -2% and ATXN viability inactive.
`N#Cc1ccc(NC(=O)N2CCC(c3nc4c(nnn4Cc4cccc(Cl)c4)c(=O)[nH]3)CC2)cc1` gave HT1080 IDH1KD tx inconclusive, SW480 rereplic -4%, HT1080NT lethal inconclusive, ATXN2 expr inh -13%, KB-3-1 cytotox 4%, IL-1B inflam inh -1, KB-V1 cytotox inconclusive, MCF10A rerep inconclusive and ATXN viability inactive.
Screening Cc1ccc(CNC(=O)c2ccc(CS(=O)(=O)c3ccccc3)o2)cc1 returned HT1080 IDH1KD tx -2%, SW480 rereplic -1%, HT1080NT lethal -11%, KB-3-1 cytotox inconclusive, IL-1B inflam inh -7, KB-V1 cytotox -14%, MCF10A rerep -3% and ATXN viability inactive.
For COC(=O)c1cc(OC)c(OC)cc1NC(=O)CCCCCN1C(=O)CCC1=O the results were HT1080 IDH1KD tx 11%, SW480 rereplic -2%, HT1080NT lethal 12%, ATXN2 expr inh 0%, KB-3-1 cytotox -3%, IL-1B inflam inh -13, KB-V1 cytotox 0%, MCF10A rerep 8% and ATXN viability inactive.
O=C(CSc1nc2ccccc2nc1N1CCCCC1)N1CCN(c2ccccc2)CC1 was read as HT1080 IDH1KD tx -7%, SW480 rereplic 1%, HT1080NT lethal -18%, ATXN2 expr inh -19%, KB-3-1 cytotox inconclusive, IL-1B inflam inh -21, KB-V1 cytotox 21µM*, MCF10A rerep 4.1µM* and ATXN viability inactive.
Screening CN(CC(=O)Nc1ccccc1Br)C(=O)CNC(=O)c1ccco1 returned HT1080 IDH1KD tx 9%, SW480 rereplic -10%, HT1080NT lethal 0%, ATXN2 expr inh -5%, KB-3-1 cytotox 8%, IL-1B inflam inh 17, KB-V1 cytotox 3%, MCF10A rerep 4% and ATXN viability inactive.
Screening O=C(CCCOc1ccc(Cl)cc1Cl)NN1CCOCC1 returned HT1080 IDH1KD tx 11%, SW480 rereplic 3%, HT1080NT lethal 10%, ATXN2 expr inh -11%, KB-3-1 cytotox 4%, IL-1B inflam inh 6, KB-V1 cytotox 2%, MCF10A rerep 1% and ATXN viability inactive.
For COC(=O)CSc1nc2cc(C)cc(C)c2cc1C#N the results were HT1080 IDH1KD tx 21%, SW480 rereplic 4%[9.22 µM], HT1080NT lethal 27%, ATXN2 expr inh 9%, KB-3-1 cytotox 9%, IL-1B inflam inh 19, KB-V1 cytotox 7%, MCF10A rerep -3% and ATXN viability inactive.
Screening COc1ccccc1CNC(=O)c1cccc(C)c1[N+](=O)[O-] returned HT1080 IDH1KD tx 1%, SW480 rereplic -5%, HT1080NT lethal 13%, ATXN2 expr inh -20%, KB-3-1 cytotox 8%, IL-1B inflam inh 0, KB-V1 cytotox -7%, MCF10A rerep -7% and ATXN viability inactive.
Screening CCOC(=O)C(Cc1ccccc1)C(=O)c1ccco1 (stereo not drawn) returned HT1080 IDH1KD tx 11%, SW480 rereplic 2%, HT1080NT lethal -1%, ATXN2 expr inh 14%, KB-3-1 cytotox 24%, IL-1B inflam inh 19, KB-V1 cytotox -1%, MCF10A rerep -18% and ATXN viability inactive.
`COc1cc(NC(=O)CSc2nc3nc(C)c(Cc4ccc(C)cc4)c(C)n3n2)cc(OC)c1` gave ATXN2 expr inh -25%, KB-3-1 cytotox -18%, KB-V1 cytotox -2% and ATXN viability inconclusive.
`COc1cccc(CNC(=O)Cn2c(=O)cc(C)c3c(C)nn(C)c32)c1OC` gave ATXN2 expr inh -26%, KB-3-1 cytotox -18%, KB-V1 cytotox inconclusive and ATXN viability inconclusive.
Screening COc1ccccc1NC(=O)N(C)C[C@@H]1OCc2cnnn2CCCC(=O)N([C@@H](C)CO)C[C@H]1C returned HT1080 IDH1KD tx 10%, HT1080NT lethal 15%, ATXN2 expr inh 6%, KB-3-1 cytotox 3%, IL-1B inflam inh 13, KB-V1 cytotox 13% and ATXN viability inactive.
For O=C(CSc1nnc(-c2ccccn2)n1-c1ccc(Cl)cc1)Nc1ccc2c(c1)OCO2 the results were HT1080 IDH1KD tx -24%, SW480 rereplic -10%, HT1080NT lethal -7%, ATXN2 expr inh 0%, KB-3-1 cytotox -2%, IL-1B inflam inh 7, KB-V1 cytotox inconclusive, MCF10A rerep 1% and ATXN viability inactive.
O=C(c1ccccc1)c1cn[nH]c1-c1ccccc1O was read as HT1080 IDH1KD tx 3%, SW480 rereplic -7%, HT1080NT lethal -1%, ATXN2 expr inh 4%, KB-3-1 cytotox 8%, IL-1B inflam inh 9, KB-V1 cytotox 14%, MCF10A rerep -2% and ATXN viability inactive.
O=C1CC(c2ccccc2)N1c1ccccc1 (stereo not drawn) was read as HT1080 IDH1KD tx 1%, SW480 rereplic 2%, HT1080NT lethal -1%, ATXN2 expr inh 3%, KB-3-1 cytotox 2%, IL-1B inflam inh 1, KB-V1 cytotox 6%, MCF10A rerep 22% and ATXN viability inactive.
O=C(COC(=O)c1cccc(S(=O)(=O)N2CCc3ccccc32)c1)NCc1ccco1 was read as HT1080 IDH1KD tx -4%, SW480 rereplic 6%, HT1080NT lethal -4%, ATXN2 expr inh -3%, KB-3-1 cytotox -11%, IL-1B inflam inh -14, KB-V1 cytotox -2%, MCF10A rerep 6% and ATXN viability inactive.
For O=C1Nc2ccccc2-n2nnnc2C1N1CCN(c2ccccn2)CC1 (stereo not drawn) the results were HT1080 IDH1KD tx 5%, HT1080NT lethal 4%, KB-3-1 cytotox -2%, IL-1B inflam inh -1 and KB-V1 cytotox inconclusive.
For CCOC(=O)C1=C(C)NC(=O)NC1c1cn(-c2ccccc2)nc1-c1ccc(OCC)cc1 (stereo not drawn) the results were ATXN2 expr inh inconclusive, KB-3-1 cytotox -2%, KB-V1 cytotox 0% and ATXN viability inactive.
For Cc1[nH]n(-c2ccc(Cl)c(Cl)c2)c(=O)c1CCO the results were HT1080 IDH1KD tx -18%, SW480 rereplic 11%, HT1080NT lethal inconclusive, ATXN2 expr inh -14%, KB-3-1 cytotox -7%, IL-1B inflam inh -4, KB-V1 cytotox -1%, MCF10A rerep inconclusive and ATXN viability inactive.
`CC1CCCN(S(=O)(=O)c2cccc3nonc23)C1` (stereo not drawn) gave HT1080 IDH1KD tx -1%, SW480 rereplic -4%, HT1080NT lethal 4%, ATXN2 expr inh -3%, KB-3-1 cytotox 10%, IL-1B inflam inh -13, KB-V1 cytotox -2%, MCF10A rerep 3% and ATXN viability inactive.

Compounds were not picked by outcome; 11% or so of the library scored in one or more.
